Screening data from PubChem BioAssay.
Granule exo inh – LAMP-1 surface exposure blockers, TALL-104 cells – cell-based, flow cytometry, MLPCN library, primary screen | TALL-104 LAMP-1 surface exposure; cells stimulated with thapsigargin and PMA | inhibition, % at 10 µM | 360,000 compounds, 0.66% hits | AID 651702, 2012;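 active = inhibition above about 55%, limit read from the data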
ABCB6 inh MLPCN – ABCB6 transporter inhibitors, primary screen, K562-ABCB6 cells, flow cytometry, MLPCN library. K562-ABCB6 porphyrin accumulation, 1 h; active compounds read low. ATP-binding cassette sub-family B member 6 (Homo sapiens), Q9NP58. 360,000 compounds, 0.19% hits. fluorescence ratio to DMSO, % at 10 µM. AID 602162, 2011;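 active = fluorescence ratio to DMSO below 75%, the collection mean minus 3 SD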;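 note: signal is porphyrin accumulated inside mitochondria; 100% equals median channel fluorescence of DMSO control wells; lower ratio means ABCB6 inhibition with less porphyrin fluorescence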
Target sequence (Q9NP58 whole entry, looked up): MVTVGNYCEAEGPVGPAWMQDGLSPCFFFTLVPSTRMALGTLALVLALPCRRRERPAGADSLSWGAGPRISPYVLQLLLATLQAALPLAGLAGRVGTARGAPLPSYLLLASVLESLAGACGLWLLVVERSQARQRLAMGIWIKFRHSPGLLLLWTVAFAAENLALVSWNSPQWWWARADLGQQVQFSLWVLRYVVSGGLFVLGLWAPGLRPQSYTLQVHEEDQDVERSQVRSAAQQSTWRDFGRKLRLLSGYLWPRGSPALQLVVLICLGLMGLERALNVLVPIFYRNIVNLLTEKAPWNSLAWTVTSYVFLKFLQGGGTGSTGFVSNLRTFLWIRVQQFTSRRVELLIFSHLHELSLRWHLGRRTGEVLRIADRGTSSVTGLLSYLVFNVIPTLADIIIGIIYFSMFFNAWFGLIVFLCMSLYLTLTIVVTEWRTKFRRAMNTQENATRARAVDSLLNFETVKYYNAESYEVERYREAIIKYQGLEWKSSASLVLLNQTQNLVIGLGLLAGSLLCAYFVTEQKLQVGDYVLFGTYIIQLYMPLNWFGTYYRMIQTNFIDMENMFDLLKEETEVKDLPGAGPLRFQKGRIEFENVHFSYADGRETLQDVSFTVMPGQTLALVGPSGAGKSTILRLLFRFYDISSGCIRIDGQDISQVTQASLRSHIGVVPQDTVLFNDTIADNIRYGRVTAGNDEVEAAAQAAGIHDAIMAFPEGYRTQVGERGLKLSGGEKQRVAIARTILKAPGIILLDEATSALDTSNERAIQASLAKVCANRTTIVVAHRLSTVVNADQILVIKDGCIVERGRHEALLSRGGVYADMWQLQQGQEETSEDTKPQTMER
CaV13 FRET inh – Primary screen for inhibitors of IQ motif and Ca2+-dependent inactivation inhibitor domain binding in CACNA1D, Förster resonance energy transfer in living cells, … | HEK cells, CFP/YFP FRET ICDI-IQ, plate reader, 10 min; percent FRET-ratio fall versus neutral wells | inhibition, % at 12.3 µM | 340,000 compounds, 0.098% hits | AID 743397;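 active = mean replicate inhibition of at least 30% and at least 1% of replicates passing that level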;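 note: 0% = median of the neutral control wells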
H9c2 protect – cardioprotection against H2O2-induced cell death, primary screen, uHTS, H9c2 cells, ATPLite luminescence; H9c2 cardiomyocytes, H2O2 injury protection, 2 h; protection from H2O2 cell death, % at 20 µM; 360,000 compounds, 0.63% hits; AID 588492, 2011;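 active = compounds giving at least 50% protection of heart cells from peroxide-induced death in the single-dose screen, raw or plate-pattern-corrected value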;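 note: 0% = DMSO wells with peroxide and 100% = DMSO wells without peroxide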
Vif imaging – HIV Vif self-association inhibitors, primary screen, imaging, HEK293T, single point; inhibition, % at 7.49 µM; HEK293T cells, Vif self-association by quenched fluorescence, 24 h; 340,000 compounds, 0.35% hits; in the data active = inhibition above about 50%, passing the limit was not always enough; note: some results filed as inactive read as strong as hits
N-glyco inh – increase of ERlucT glycosylation luciferase signal, primary screen, N-linked glycosylation inhibitor project, D54 ERlucT cells, luminescence, set 2. D54 ERlucT glycosylation luciferase reporter, 24 h; percent of 100 nM tunicamycin response. reporter increase, % at 12.5 µM. 360,000 compounds, 0.23% hits;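 active = mean luciferase reporter signal, scaled so untreated is 0 and the glycosylation-blocking control 100, at or above a set limit in every replicate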;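 note: luciferase carries N-glycosylation sites so blocking glycosylation raises the light; 0% = median of neutral control wells and 100% = median of 100 nM tunicamycin wells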
aDG glyco up – activators of alpha-DG glycosylation, primary screen, uHTS, Pro5-aDG cells, AlphaScreen. alpha-DG glycosylation AlphaScreen (IIH6); 0% Pro5, 100% B10-LARGE cell signal. activation, % at 10 µM. 360,000 compounds, 0.22% hits. AID 624168, 2012;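 active = activation of at least 8% versus controls, or a plate z-score of at least 8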;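 note: Pro5 are CHO cells carrying HIG-tagged alpha-DG that lacks glycosylation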
hiPSC survival – enhancers of single-cell hiPSC survival, primary screen, ATPlite luminescence. 100% = ROCK inhibitor wells, 0% = DMSO. survival enhancement, % at 20 µM. 360,000 compounds, 0.044% hits. AID 602274, 2012; in the data active = survival enhancement above about 18%;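 note: cells exposed to compounds for 16 hours before the ATP read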
PDI turbidity – inhibitors of human PDI, primary screen, biochemical, turbidity, single point, plate reader | Protein disulfide-isomerase (Homo sapiens), P07237 | PDI insulin aggregation turbidity, A650, 90 min | inhibition, % at 10 µM | 350,000 compounds, 0.052% hits | AID 588391, 2011;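 active = mean inhibition across replicates of 30% or more, whatever share of single replicates reach that level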;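 note: absorbance from insulin aggregation driven by PDI reduction with DTT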
m5-HT2A agonist – mouse Htr2a agonists via beta-arrestin recruitment, primary screen, cell-based, luminescence. 5-hydroxytryptamine receptor 2A (Mus musculus), P35363. CHO-K1 mHTR2A beta-arrestin complementation; percent of 30 µM serotonin response. activation, % at 7.6 µM. 360,000 compounds, 0.66% hits. AID 624169, 2012;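 active = activation above a run cutoff, the mean activation of all tested compounds plus 3 SD, cut at about 14% in these data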;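 note: 0% = plate median of compound wells and 100% = 30 µM serotonin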
* hit, by the source's call; / = no result given.

Structure	Granule exo inh	ABCB6 inh MLPCN	CaV13 FRET inh	H9c2 protect	Vif imaging	N-glyco inh	aDG glyco up	hiPSC survival	PDI turbidity	m5-HT2A agonist
COc1ccc(N(CC(=O)Nc2ccccc2C(=O)NCC(C)C)S(C)(=O)=O)cc1	4	100	-5	-1	-2	1	0.1	2.2	12	2
N#CCCN(C(=O)COC(=O)C1CCN(S(=O)(=O)c2cccs2)CC1)c1ccccc1	0	99	-6	-1	10	2	-0.3	0.9	-7	3
COC(=O)C1CCN(C(=O)c2sc3nc(-c4ccccc4)cn3c2C)CC1	-1	98	-9	5	-12	2	0.2	-0.3	0	-4
Cc1ccc(S(=O)(=O)N2CCN(C(=O)c3cc(S(=O)(=O)N4CCOCC4)ccc3F)CC2)cc1	-3	97	-7	1	11	-1	0.4	0.1	2	11
CCN(c1ccccc1)S(=O)(=O)c1cc(C(=O)NCC(c2ccc(OC)cc2)N(C)C)ccc1C (stereo not given)	3	97	-6	0	0	-11	1.3	-3.7	9	-13
CCOCCCNC(=O)C(NC(=O)CNC(C)=O)c1ccc(C)cc1 (stereo not given)	0	94	-5	-2	-2	2	0.6	-0.5	15	9
O=C(/C=C\c1cn(-c2ccccc2)nc1-c1ccc2c(c1)OCCO2)N1CCOCC1	3	96	-4	60*	3	-5	-0.3	-0.7	25	4
O=S(=O)(Nc1cccc2cccnc12)c1ccccc1	1	97	-4	19	23	-16	-0.2	0.2	-4	-9
CCOC(=O)c1sc2nc(CSCC(=O)OCc3ccc(C(=O)OC)o3)[nH]c(=O)c2c1C	-3	94	-6	28	2	2	0.0	-3.2	-5	2
COc1ccc(C(CNC(=O)COc2ccccc2C#N)N2CCOCC2)cc1 (stereo not given)	2	100	-6	-3	8	0	0.2	0.1	5	5
S=C(NCc1ccccc1Cl)NC1CCCC1	-1	94	-13	-7	1	-2	0.3	1.3	5	-3
N#Cc1c(-c2ccco2)nc(SCc2ccc(F)cc2)[nH]c1=O	-4	106	-10	-3	31	0	0.0	0.8	-1	10
CC1(C)CC(=O)C(CC2=C(O)CC(C)(C)CC2=O)=C(O)C1	10	98	-6	2	5	-2	-0.1	0.9	9	-2
CCN(C(=O)COC(=O)CNC(=O)c1ccccc1C)C1=CCCCC1	-3	95	-6	11	-8	3	-0.2	-0.4	23	2
COc1ccc(OC)c(S(=O)(=O)N(C)CC(=O)Nc2ccccc2OC)c1	-5	114	-5	6	2	4	0.0	-2.6	-2	16*
COc1ccc(C)cc1NC(=O)C(c1ccccc1)N1CCNC(=O)C1 (stereo not given)	-1	98	/	3	2	0	-0.2	0.5	2	-4
CCn1c(SCC(=O)Nc2ccc(S(=O)(=O)Nc3ccccn3)cc2)nnc1-c1ccncc1	0	87	-6	-8	11	3	0.0	2.8	14	7
CN(C)S(=O)(=O)c1ccc(NS(=O)(=O)/C=C/c2ccccc2)cc1	0	91	-4	-4	10	0	-0.1	-0.8	1	-2
CCOC(=O)c1nnn(CC(=O)N2N=C(c3ccccc3)CC2c2ccccc2)c1C(=O)OCC (stereo not given)	0	100	-4	-13	-4	0	1.1	1.3	-11	-4
C=CCn1c(-c2cccc(OC)c2)n[nH]c1=S	3	97	-18	5	3	3	-0.2	-0.7	8	-3
NC(Cc1ccc(Cl)cc1)c1csc(NC(=O)NCC2CCCCC2)n1 (stereo not given)	14	101	-6	-20	/	-15	-0.5	-5.7	-27	-1
O=C(Nc1ccc(Cl)cc1)c1nc[nH]c1C(=O)N1CCN(c2ccccc2)CC1	-2	95	-10	3	-2	0	0.0	-0.1	0	7
O=C(Nc1ccc(Cl)cc1)OCCn1nnnc1C(c1ccccc1)N1CCOCC1 (stereo not given)	6	99	-5	-6	5	0	0.0	-5.5	3	2
Cc1c(C(=O)NNC(=O)c2csc(N3CCOCC3)n2)oc2ccccc12	16	96	-2	8	-2	-2	0.2	0.3	-2	-10
Cc1cccc(NC(=O)CSc2nc3[nH]c(=O)cc(O)c3s2)c1	2	101	-6	-2	-1	2	0.1	0.1	5	-1
Cc1ccc(-c2cc(N)n(-c3ccc(F)cc3)n2)cc1	-1	106	-7	-9	7	2	-0.3	0.1	11	-1
CSc1nnc(Nc2ccccc2C)s1	-1	97	-4	2	1	1	-0.2	-2.2	4	0
Cc1ccc(S(=O)(=O)NCc2cn3ccccc3n2)c(C)c1	-6	103	-2	-1	4	2	-0.2	0.1	6	2
CC(C)Oc1ccccc1/C=N/n1nnnc1N	0	89	-5	8	-4	1	-0.1	0.1	-2	-1
O=C(/C=C/c1ccccc1[N+](=O)[O-])NCc1ccccc1Cl	4	105	-4	-10	1	0	0.3	0.0	5	-7
Cc1cc(C)nc(NC(=O)c2ccc(Br)s2)n1	-1	103	-3	-2	2	1	-0.1	0.2	2	2
CCCN(CCc1ccccc1)C1CCc2c(O)cccc2C1 (stereo not given)	0	90	-5	-5	0	-2	-0.2	2.4	6	51*
O=C(CN1C(=O)NC2(CCCCCC2)C1=O)Nc1ccc([N+](=O)[O-])cc1	-1	92	-7	0	8	2	-0.1	1.2	0	-3
CCN(C(=O)CN1CCCCC1C)c1c(N)n(Cc2ccccc2)c(=O)[nH]c1=O (stereo not given)	2	90	-3	12	13	-1	0.0	-0.4	-1	3
CN1CCN(C2CN(Cc3cn(Cc4ccccc4)nn3)S(=O)(=O)C2)CC1 (stereo not given)	-5	92	-11	/	/	/	-0.4	1.1	/	-1
CC1CN(C2CCN(C(=O)c3ccccc3Cl)CC2)CC(C)O1 (stereo not given)	-2	96	/	16	3	0	0.5	0.3	-10	2
Cc1sc(NC(=O)c2c(F)cccc2F)nc1-c1ccccc1	-1	96	10	-7	2	-7	0.0	-0.4	1	-5
O=[N+]([O-])c1ccc(CN2CCN(c3ccccc3Cl)CC2)o1	-1	104	-4	2	-2	0	0.0	-0.6	-9	0
CC(C)N(CCc1ccncc1)C(=O)Nc1ccc(Cl)c(Cl)c1	2	100	-8	-2	4	0	0.2	-1.2	8	1
CN1CCN(C(=O)C2=C[C@@H](c3ccc(Br)cc3)C[C@@H](OCc3ccc(CO)cc3)O2)CC1	-1	96	-9	3	13	-2	0.2	0.8	1	-10
Cc1nnc(NC(=O)CCCCCN2C(=O)C3C4C=CC(C4)C3C2=O)s1 (stereo not given)	-3	98	-6	3	/	1	0.0	-0.7	-1	-6
COc1ccc(OC)c(-c2csc(N3CCC(c4ccccc4)CC3)n2)c1	1	94	-2	0	1	0	-0.1	-0.5	1	0
O=C(NCc1ccccc1C(F)(F)F)C12CN(Cc3ccccc3)CC1C(c1ccc([N+](=O)[O-])cc1)=NO2 (stereo not given)	6	96	-12	5	-4	-4	-0.3	-2.2	-4	-4
O=C(c1ccc(-c2cccc(C(F)(F)F)c2)o1)N1CCCCCCC1	4	100	-2	-3	5	1	0.1	0.9	-3	-2
Cc1sc2nc(CN3CCOCC3)nc(NS(=O)(=O)c3ccc4c(c3)OCCO4)c2c1C	0	94	-5	2	/	-1	-0.2	2.5	1	1
O=C1CC(c2ccccc2)=NO1	2	99	-17	0	10	1	0.0	4.7	1	-1
CC(C)CCNC(=O)c1ccc(Cn2c(=S)[nH]c3ccccc3c2=O)cc1	23	92	-4	-7	-10	-4	0.2	-0.3	7	-1
S=C(NCc1ccccc1)Nc1nccs1	-8	98	-5	-7	10	-1	0.6	-0.1	-2	8
CCOC(=O)CCCSc1nnc(CCCCCN2C(=O)c3cccc4cccc(c34)C2=O)o1	5	92	-5	4	6	4	0.0	-1.0	-1	4
O=C(CCCc1ccccc1)Nc1ccccc1C(F)(F)F	1	100	-21	-1	-3	-3	-0.1	2.0	5	-4
COc1ccc(NC(=O)C2Cc3c(-c4ccc(Cl)cc4)ccnc3O2)cc1 (stereo not given)	-3	97	-7	-5	-5	0	2.6	-1.1	2	1
CCC(C)(C)n1nnnc1C(c1cc2cc(C)ccc2[nH]c1=O)N1CCCC1 (stereo not given)	-1	105	-14	9	4	-3	-0.2	-2.6	-3	-2
CSc1ccc(-c2ccco2)nn1	-4	95	-5	-1	1	1	0.0	-0.9	1	-3
Cc1cc(C)n2c(NCc3ccccc3)c(-c3cc4ccccc4o3)nc2n1	5	922	-10	/	/	/	0.1	-0.4	/	1
Cc1ccnc(NC(=O)Nc2ccc3c(c2)OCO3)c1	-3	103	18	-5	-1	-16	0.0	-4.6	-9	-4
CC1CCCCN1CC(O)COc1ccc(OCC(O)CN2CCCCC2C)cc1 (stereo not given)	-2	102	-2	5	6	-6	0.1	-0.5	8	-6

Sorted by number of heavy atoms (ascending): three of the compounds above.
Structure	Granule exo inh	ABCB6 inh MLPCN	CaV13 FRET inh	H9c2 protect	Vif imaging	N-glyco inh	aDG glyco up	hiPSC survival	PDI turbidity	m5-HT2A agonist
CSc1ccc(-c2ccco2)nn1	-4	95	-5	-1	1	1	0.0	-0.9	1	-3
COc1ccc(NC(=O)C2Cc3c(-c4ccc(Cl)cc4)ccnc3O2)cc1 (stereo not given)	-3	97	-7	-5	-5	0	2.6	-1.1	2	1
CCOC(=O)CCCSc1nnc(CCCCCN2C(=O)c3cccc4cccc(c34)C2=O)o1	5	92	-5	4	6	4	0.0	-1.0	-1	4

Following part.
Structure	Granule exo inh	ABCB6 inh MLPCN	CaV13 FRET inh	H9c2 protect	Vif imaging	N-glyco inh	aDG glyco up	hiPSC survival	PDI turbidity	m5-HT2A agonist
CCOC(=O)c1cc(C#N)c(SCC(=O)O)[nH]c1=O	-5	97	-2	5	-1	0	0.1	0.4	-6	3
CC(=O)Nc1ccc(C(=O)N2c3ccccc3N=C(c3ccc4c(c3)OCO4)C2C(=O)NCc2ccccc2)cc1 (stereo not given)	-4	/	-5	/	/	/	0.2	/	/	-5
O=C(Cc1ccccc1)NCCN1CCCC1	-2	89	-6	8	4	0	0.1	-0.2	-3	-6
COc1ccccc1C(=O)Oc1ccc2ccc(=O)oc2c1	-12	98	-3	14	-2	1	-0.2	-0.3	6	4
COc1ccc(-c2csc(NC(=O)CCn3cnc4ccccc4c3=O)n2)cc1OC	0	89	-8	58*	15	8	-0.3	0.6	-1	3
CCOC(=O)N1CCN(c2c(NCCCOC(C)C)c(=O)c2=O)CC1	-3	99	-6	0	12	3	1.9	0.6	15	0
CN1CCN(C(=S)c2ccc(N(C)C)cc2)CC1	-4	99	-9	3	2	1	0.0	-0.8	-6	-2
CCN(CC(=O)NCc1ccc(F)cc1)C(=O)/C=C/c1cccs1	-1	101	0	-6	-13	0	0.0	1.4	-4	4
Cc1[nH]c2ccccc2c1C(=O)CCl	7	98	-4	-6	-1	-6	2.5	-3.3	5	-2
CCN1CCN(Cc2ccc(NC(=O)c3cc(NC(=O)c4ccc5n[nH]nc5c4)cc(OC)c3)cc2C(F)(F)F)CC1	-6	105	-5	1	-4	-2	1.0	-3.0	-1	-7
